INS promoter inh – inhibitors of insulin promoter-driven GFP, primary screen, imaging, TRM-6 cells (human fetal islet line), eGFP reporter, cell count. reporter expression induced with tamoxifen. inhibition, % at 2 µM. 0.9% of 130,000 active;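 active = inhibition above the mean plus 3 SD, with well images judged a real hit on visual review, cut at about 60% in these data, passing the limit was not always enough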
SDO1 yeast rescue – growth rescue of sdo1-depleted yeast, primary screen, S. cerevisiae, bone marrow failure model. S. cerevisiae sdo1-depleted JHY4D growth rescue, OD600 30 h; stronger effect = higher value; pdr5 snq2 efflux-pump mutant strain. z-score at 10 µM. 0.21% of 140,000 active. AID 817, 2007;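 active = z-score above 3 at both the 24 hr and the 30 hr optical density reads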;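 note: z-score against mean and SD of all compound wells on the same plate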
SDO1 yeast rescue Rescue 24 h – further read-out of SDO1 yeast rescue, marked with its call; z-score; S. cerevisiae sdo1-depleted JHY4D growth rescue, OD600; measured here: growth rescue at 24 h;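 0 is the plate mean of compound wells and units are plate SD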
Starred values were filed as active, the others as inactive; · = not tested or not shown.

SDO1 yeast rescue,SDO1 yeast rescue Rescue 24 h,INS promoter inh,SMILES
1.5,1.9,12,Cc1nnc(SCC(=O)NC2CC2)n1CCc1ccccc1
0.46,-0.17,-9,CC1(C)CC(=O)C/C(=N\NC(=O)Cc2ccccc2)C1
-0.82,-0.88,-29,COc1cc(OC)cc(-n2nnnc2SCC(=O)Nc2nc3c(s2)CCCC3)c1
-0.36,-0.08,·,CC1(C)CC(=O)C2=C(C1)Nc1cc3c(cc1C2c1ccc2c(c1)OCO2)OCO3 (configuration not stated)
·,·,-40,COc1ccccc1OCC(O)CO (configuration not stated)
0.96,0.6,8,O=C(COC(=O)C1CCC1)Nc1ccc(Oc2ccccc2)cc1
0.47,-0.23,-9,Cc1cc(NC(=O)COC(=O)COc2ccc3c(c2)CCC3)no1
-1.6,-1.6,35,CCOC(=O)C1CCCN(S(=O)(=O)c2ccc(F)c(C(=O)Nc3ccc(F)c(F)c3)c2)C1 (configuration not stated)
0.03,-0.83,20,CCOc1cc(/C=N/NC(=O)CN(CCc2ccccc2)S(=O)(=O)c2ccc(NC(C)=O)cc2)ccc1O
1.5,2.3,36,CC(O)c1nc2ccc(Cc3ccc4nc(C(C)O)[nH]c4c3)cc2[nH]1 (configuration not stated)
0.21,1.6,·,COc1cc(NC(=O)COc2c(C)cc(C)cc2[N+](=O)[O-])c(OC)cc1Cl
-2.5,-1.9,46,CC(C)(C)c1ccc(CN2N=Nc3ccccc3S2(=O)=O)cc1
-0.13,-0.7,-7,CC(NC(=O)COC(=O)Cc1ccsc1)c1ccccc1 (configuration not stated)
0.23,-0.14,·,O=c1oc(-c2ccco2)nc2c1cnn2-c1ccccc1
-0.29,-1.1,29,O=C(C[n+]1cc(-c2ccc(Cl)cc2)n2c1CCC2)N1c2ccccc2Sc2ccccc21
-0.04,0.55,38,Cc1ccc(S(=O)(=O)N(CC(=O)NCc2ccco2)C2CCCCC2)cc1
-1.1,-1.7,3,O=C(COC(=O)c1cccc(S(=O)(=O)N2CCCCC2)c1)NC1CCCc2ccccc21 (configuration not stated)
-1.2,-0.36,11,C=CCN(C(=O)c1cccc(S(=O)(=O)N2CCN(C)CC2)c1)c1nc(-c2ccccc2)cs1
-0.43,-0.42,33,Cc1ccc(C)c(Cn2cnc3c(cnn3C(C)(C)C)c2=O)c1
0.08,0.24,-69,Nc1nnc(SCc2ccc3c(c2)OCO3)s1

Rewritten with bars between the fields: entries from further up
molecule | SDO1 yeast rescue | SDO1 yeast rescue Rescue 24 h | INS promoter inh
COc1ccccc1OCC(O)CO (configuration not stated) | · | · | -40
O=C(COC(=O)C1CCC1)Nc1ccc(Oc2ccccc2)cc1 | 0.96 | 0.6 | 8
Cc1cc(NC(=O)COC(=O)COc2ccc3c(c2)CCC3)no1 | 0.47 | -0.23 | -9
CCOC(=O)C1CCCN(S(=O)(=O)c2ccc(F)c(C(=O)Nc3ccc(F)c(F)c3)c2)C1 (configuration not stated) | -1.6 | -1.6 | 35
CCOc1cc(/C=N/NC(=O)CN(CCc2ccccc2)S(=O)(=O)c2ccc(NC(C)=O)cc2)ccc1O | 0.03 | -0.83 | 20
CC(O)c1nc2ccc(Cc3ccc4nc(C(C)O)[nH]c4c3)cc2[nH]1 (configuration not stated) | 1.5 | 2.3 | 36
COc1cc(NC(=O)COc2c(C)cc(C)cc2[N+](=O)[O-])c(OC)cc1Cl | 0.21 | 1.6 | ·
CC(C)(C)c1ccc(CN2N=Nc3ccccc3S2(=O)=O)cc1 | -2.5 | -1.9 | 46
CC(NC(=O)COC(=O)Cc1ccsc1)c1ccccc1 (configuration not stated) | -0.13 | -0.7 | -7
O=c1oc(-c2ccco2)nc2c1cnn2-c1ccccc1 | 0.23 | -0.14 | ·
O=C(C[n+]1cc(-c2ccc(Cl)cc2)n2c1CCC2)N1c2ccccc2Sc2ccccc21 | -0.29 | -1.1 | 29
Cc1ccc(S(=O)(=O)N(CC(=O)NCc2ccco2)C2CCCCC2)cc1 | -0.04 | 0.55 | 38
O=C(COC(=O)c1cccc(S(=O)(=O)N2CCCCC2)c1)NC1CCCc2ccccc21 (configuration not stated) | -1.1 | -1.7 | 3
C=CCN(C(=O)c1cccc(S(=O)(=O)N2CCN(C)CC2)c1)c1nc(-c2ccccc2)cs1 | -1.2 | -0.36 | 11
Cc1ccc(C)c(Cn2cnc3c(cnn3C(C)(C)C)c2=O)c1 | -0.43 | -0.42 | 33
Nc1nnc(SCc2ccc3c(c2)OCO3)s1 | 0.08 | 0.24 | -69

(cont.)
SDO1 yeast rescue,SDO1 yeast rescue Rescue 24 h,INS promoter inh,SMILES
-1.2,-0.52,·,CCOC(=O)N1CCN(C(=O)c2ccc3nc(SCc4ccc(F)cc4)n(C)c3c2)CC1
·,·,23,Cc1[nH]ccc(=O)c1Oc1ncc(C(F)(F)F)cc1Cl
·,·,76*,CCSCc1nc2ccccn2c1Br
-0.55,-0.48,62,CCOC(=O)c1cnc(SCc2nc(N)nc(Nc3ccc(C)cc3)n2)nc1N
-0.62,-0.64,-32,O=C(Cn1nc(-c2ccccc2)c2ccccc2c1=O)NCC1CCCO1 (configuration not stated)
0.65,1,33,COc1ccc2nc(NC(=O)CSc3nccc(C)n3)sc2c1
-1.7,-0.25,-23,CCn1cc(C(=O)NC2CCc3ccccc32)c(=O)c2ccc(C)nc21 (configuration not stated)
-0.68,-0.49,40,CCN(CC(=O)Nc1cccc(OC)c1)c1ncnc2sc(C)c(C)c12
1.3,1.4,54,CNC(=O)CN(c1ccc(F)cc1)S(=O)(=O)c1cc(C)ccc1OC
-0.01,0.03,30,Cc1cc(NC(=O)c2cccc(S(=O)(=O)N3CCOCC3)c2)no1
·,·,63,CN(CCC#N)C(=O)COC(=O)c1ccc2c(=O)n3c(nc2c1)CCC3
-0.1,-0.11,-15,CCSc1oc(-c2ccco2)nc1S(=O)(=O)c1ccc(F)cc1
-1.9,-0.87,-50,OCCN1CCN(c2nc(-c3ccccc3)c3cc(Cl)ccc3n2)CC1
-0.81,-1.4,·,Cc1cccc(NC(=O)c2onc3c2CCCC3)c1C
0.69,0.9,-20,CS(=O)(=O)N(CC(=O)Nc1ccc(F)cc1F)c1cccc([N+](=O)[O-])c1
-0.08,0.1,·,CC(C)N1C(=O)N(c2ccccc2)C(C)(O)CC1(C)C (configuration not stated)
0.11,0.85,36,CC1(C(=O)O)CCC(C(=O)N2CCOCC2)C1(C)C (configuration not stated)
-0.25,0.13,·,Cc1cc(C)cc(NC(=S)NC2CC3CCC(C2)N3Cc2ccco2)c1 (configuration not stated)
0.62,0.87,-43,Cn1c(N/N=C\c2cccc(O)c2)cc(=O)n(C)c1=O
-0.51,0.32,·,O=C(Nc1nnc(CCS(=O)(=O)c2ccc3ccccc3c2)s1)c1cccs1
·,·,-5,COc1ccc(Nc2nc(NC(C)(C)C)nc(N3CCOCC3)n2)c(OC)c1
0.84,1,-19,O=C(NNC(=S)Nc1ccccc1)c1cccc(Br)c1
0.01,-0.21,·,Cc1ccccc1OCCn1c(CCNC(=O)C(C)C)nc2ccccc21
·,·,-25,COc1c(F)c(F)c(C(=O)O)c(Nc2ccc(C)cc2C)c1F
-1.3,-1.1,-50,O=C(c1ccco1)N1CCN(CCCCOc2cccc3ccccc23)CC1
·,·,40,S=c1[nH]cnc2scc(-c3ccc(Br)cc3)c12
-0.18,0.02,·,O=C(NCC1CCCO1)c1cccnc1Nc1ccccc1F (configuration not stated)
0.84,0.45,·,CC(C)NC(=O)NC(=O)COC(=O)c1ccc(F)cc1F
0.14,0.28,-20,CN1CCN(c2ccccc2NC(=O)c2ccc(-c3cccc([N+](=O)[O-])c3)o2)CC1
0.58,-0.26,-8,Oc1cccc(CN2CCCCC2)c1
-0.03,-0.59,-13,O=C(NCc1cccnc1)c1ccc(-c2ccccc2[N+](=O)[O-])o1
0.22,-1.3,·,Cc1[nH]c(=O)[nH]c(=O)c1NS(=O)(=O)c1ccccc1
0.48,0.17,-317,CCC(=O)N1CCc2cc(S(=O)(=O)NC(Cc3ccccc3)C(=O)NC3CCCCC3)ccc21 (configuration not stated)
0.36,0.75,·,COc1ccc(C(=O)N2CCC(N3CCN(c4ccccc4)CC3)CC2)cc1
·,·,33,O=C(Nc1ccc(-c2ccccc2)cc1)c1ccco1
0.32,-0.21,·,Cc1ccc2cc(COC(=O)c3ccncc3)c(=O)[nH]c2c1
-0.63,0.05,15,Cc1nc(SCC(=O)Nc2nc3ccccc3s2)c(C#N)c(C)c1C
0.23,-0.24,62,Cc1ccc(C(O)CN2C3=NCCCN3c3ccccc32)cc1 (configuration not stated)
-0.49,-0.83,·,Cn1cccc1/C=N/NC(=O)c1sc2ccccc2c1Cl
1.5,0.09,8,CC(=O)Nc1cc2c(cc1NC(=O)c1cnccn1)OCCO2

Next section, starting with the last two of the part before.
SDO1 yeast rescue,SDO1 yeast rescue Rescue 24 h,INS promoter inh,SMILES
-0.49,-0.83,·,Cn1cccc1/C=N/NC(=O)c1sc2ccccc2c1Cl
1.5,0.09,8,CC(=O)Nc1cc2c(cc1NC(=O)c1cnccn1)OCCO2
-1.2,-2.1,-31,COc1ccc(NS(=O)(=O)c2ccc(S(=O)(=O)N3CCCC3)cc2)cc1
0.11,-0.29,·,Cc1cc(C)nc(NS(=O)(=O)c2ccc(NC(=O)c3ccc(S(=O)(=O)N4CCOCC4)cc3)cc2)n1
0.85,-0.41,31,CSc1nnc(C)c(=O)n1COC(=O)c1ccc(S(=O)(=O)N(C)C)cc1
0.09,-0.79,46,O=C(O)CCC(=O)Nc1ccc(F)cc1
0.74,-0.24,65,CC(=O)c1c(C)[nH]c2ccccc2c1=O
·,·,-20,Cn1c(CN2CCOCC2)nc2cc(NC(=O)COc3ccccc3)ccc21
-0.41,1.5,-8,CCOC(=O)c1c(NC(=O)CSc2nnc3c(n2)[nH]c2ccc(F)cc23)sc(C(C)=O)c1C
·,·,0,CC(C)(C)OC(=O)N/N=C/c1cccc([N+](=O)[O-])c1
0.53,0.36,-81,Cc1cc(C)n(-c2nc(N(C)C)nc(N(C)C)n2)n1
2,1.1,·,O=C(NCCCN1CCOCC1)c1ccc(CS(=O)(=O)c2c(Cl)cccc2Cl)o1
-0.25,-0.31,15,Cc1ccc(OCC(=O)Nc2ccc3c4c(cccc24)CC3)c(C)c1
1.4,1.3,·,C/C(=N\NC(=O)CNc1cccc2ccccc12)c1ccc(Br)s1
·,·,-15,Cn1nc(C(=O)OCc2ccc(Br)cc2F)c2ccccc2c1=O
0.23,-0.74,13,Cc1c(Br)c([N+](=O)[O-])nn1CC(=O)NCc1ccco1
·,·,-25,COc1cccc(CC(NC(C)=O)C(=O)NC2CCN(c3c4c(nc5ncnn35)CCC4)CC2)c1 (configuration not stated)
·,·,17,N#Cc1ccccc1OCC(=O)NC(=O)NCc1ccccc1
-0.89,-0.65,-11,COc1ccc(-c2nnc(SCc3nc4ccccc4s3)n2C(C)C)cc1
2.4,3.1,38,Cc1nn(C)c(-c2n[nH]c(=S)n2-c2ccccc2)c1Cl
0.18,0.16,24,Cc1cc2cc(C)c3nnc(SCC(=O)Nc4ccc(S(=O)(=O)N5CCCCC5C)cc4)n3c2cc1C (configuration not stated)
·,·,-27,CCCCn1c(-c2csc(CCC)c2)n[nH]c1=S
0.27,-0.18,-12,CCOC(=O)c1snc(-c2ccc(F)cc2)c1N
-0.15,-0.24,27,CCCOc1ccccc1N/C(=N/c1nc(C)cc(C)n1)NC(=O)Nc1ccc(Cl)cc1
0.67,0.17,-21,CCNS(=O)(=O)c1ccc(NS(=O)(=O)c2cc(C)ccc2C)cc1
-0.8,-1.4,·,CCc1nc(SCC(=O)N2CCCC2)c2ccccc2n1
-0.23,-0.01,-73,CCC1Oc2ccc(C)cc2N(CC(=O)N(Cc2ccncc2)Cc2ccco2)C1=O (configuration not stated)
0.61,2.1,31,COc1ccc(OC)c(-c2nc(C)sc2CC(=O)O)c1
·,·,14,O=C(CSc1nncn1-c1cccnc1)N(c1ccccc1)c1ccccc1
-1.3,-1.3,-14,CCc1c(C)nc2cc(-c3ccc(OC)c(OC)c3)nn2c1N1CCC(C)CC1
0.57,0.42,-14,COC(=O)Cn1c(=NC(=O)c2cc(OC)c(OC)c(OC)c2)sc2cc(OC)ccc21
-0.66,-0.56,14,CC1=CC2=NC(=O)/C(=C\c3cc(C)n(-c4ccccc4)c3C)C(=N)N2O1
0.79,0.15,·,CCOC(=O)N1CCC(NC(=O)Cn2ncc3c2-c2cc(C)ccc2OC3)CC1
0.43,0.06,0,O=c1ncn(-c2ccc(F)cc2)c2ncccc12
-0.58,0.86,7,Cc1ccc([N+](=O)[O-])cc1-c1ccc(/C=N/NC(=O)c2cc3c(ccc4ccccc43)o2)o1
-0.02,-0.46,-34,Cc1ccc(-c2nc(C#N)c(NCCN3CCCCC3)o2)cc1
-2.1,-1,·,c1ccc2c(Nc3nnc(-c4ccncc4)s3)cccc2c1
-2.4,-1.9,-7,Oc1ccc(Br)cc1/C=N/n1cnc2ccccc21
-0.96,-0.89,7,Cc1noc(C)c1COc1cccc(C(=O)OC(C)C(=O)Nc2ccc3c(c2)OCO3)c1 (configuration not stated)
0.77,1.2,1,CCCN1C(=O)c2ccc(C(=O)NC3CCCCC3)cc2C1=O
0.22,-0.38,-147,Cc1cc(Cl)ccc1NC(=S)N1CCOCC1
1.2,1.9,0,Clc1ccc(-c2nn3cnnc3s2)c(Cl)c1
0.8,0.49,27,COc1ccc(OC)c(NC(=O)C2CCCNC2=O)c1 (configuration not stated)
·,·,50,CCN(CC)CCCN(Cc1cc2cc3c(cc2[nH]c1=O)OCO3)C(=S)NCc1ccco1
0.37,-0.23,39,COc1cc(C(=O)CSc2nncn2C)cc(OC)c1OC
·,·,35,COc1ccc(-n2c3c(cc(C(=O)Nc4ccc(C)cc4)c2=O)C(=O)CCC3)cc1
-0.73,0.56,23,COC(=O)c1c(NC(=O)c2nc3nc(C)cc(C(F)F)n3n2)sc2c1CCC2

From PubChem BioAssay
